Screens as filed in PubChem BioAssay.
FBPA coupling cs = coupling enzyme interference in Giardia aldolase counter-screen; coupling enzyme system counterscreen, AmpLite Red fluorescence; 290,000 compounds, 0.67% hits; activity change, negative = inhibition, % at 58.2 µM, hits read low; in the data active = activity change below about -30%; also: % is scaled to controls: 0 for no effect and ±100 for the full control effect
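Fluorescence at 525 nm excitation and 598 nm emission measured inhibition of the coupled detection system without aldolase. Compounds (at 57.5 uM final) were preincubated 10 min at room temperature with coupling enzyme reagent before a 20 min substrate/AmpLite Red step.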
Tb PFK block = blocks T. brucei phosphofructokinase; O15648; T. brucei PFK, ADP-Glo luminescence; Potency, µM (highest dose often 57.5 µM), for inactives: at the top dose activity, negative = inhibition, actives largely listed as inhibitors; 330,000 compounds, 0.17% hits; AID 485367;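 also: potency is read from the fitted curve at half-maximal effect; 0% = uninhibited 1x PFK enzyme wells and -100% = no-enzyme wells; nearly all actives have a fitted effect of over 60% in size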
Target sequence (O15648 whole entry, looked up): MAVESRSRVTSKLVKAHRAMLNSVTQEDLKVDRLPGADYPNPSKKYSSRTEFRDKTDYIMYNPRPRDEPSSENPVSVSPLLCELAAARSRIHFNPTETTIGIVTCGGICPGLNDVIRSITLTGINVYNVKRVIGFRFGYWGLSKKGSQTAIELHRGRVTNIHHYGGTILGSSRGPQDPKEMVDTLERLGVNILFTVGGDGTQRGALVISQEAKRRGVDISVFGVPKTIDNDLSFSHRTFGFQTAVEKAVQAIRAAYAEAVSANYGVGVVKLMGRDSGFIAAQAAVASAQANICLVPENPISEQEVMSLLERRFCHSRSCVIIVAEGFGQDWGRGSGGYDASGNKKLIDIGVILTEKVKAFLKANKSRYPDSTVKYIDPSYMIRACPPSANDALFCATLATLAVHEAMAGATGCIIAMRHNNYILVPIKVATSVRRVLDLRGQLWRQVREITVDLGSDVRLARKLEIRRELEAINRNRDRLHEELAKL
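Luminescent ADP detection (ADP-Glo, two-step: ATP depletion then ADP-to-ATP conversion for luciferase) reported PFK activity after 45 min room-temperature reaction of 1.25 nM enzyme with 0.5 mM F6P and 0.1 mM ATP at pH 8.0.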
ELG1 genotoxic = induces genotoxicity in HEK293T cells with luciferase-tagged ELG1; HEK293T ELG1-luciferase reporter, luminescence, 16 h; Potency, µM (series often up to 46 µM), inactives show at the highest dose activity change, positive = activation, most hits filed as activators; 330,000 compounds, 1.3% hits; AID 504466; also: potency is read from the fitted curve at half-maximal effect; % of control where 0% means no effect; nearly all actives have a fitted effect of over 60% in size
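HEK293T cells expressing luciferase-tagged ELG1 were treated with compound or DMSO for 16 hr at 37°C. Luciferase activity was then read after 30 min with ONE-Glo at room temperature; rising signal flags genetic stress.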
RORgamma inh = inhibitors of mouse ROR gamma transcriptional activity; P51450; Drosophila S2 Gal4-RORgamma UAS-luciferase reporter, 20 h; Potency, µM (series often up to 53.6 µM), for the others: at the highest dose activity change, negative = inhibition, actives largely listed as inhibitors; 310,000 compounds, 5.4% hits; also: potency is read from the fitted curve at half-maximal effect; % is scaled to controls: 0 for no effect and ±100 for the full control effect; nearly all actives have a fitted effect of over 60% in size
Target sequence (P51450 whole entry, looked up, the tested form may be a part): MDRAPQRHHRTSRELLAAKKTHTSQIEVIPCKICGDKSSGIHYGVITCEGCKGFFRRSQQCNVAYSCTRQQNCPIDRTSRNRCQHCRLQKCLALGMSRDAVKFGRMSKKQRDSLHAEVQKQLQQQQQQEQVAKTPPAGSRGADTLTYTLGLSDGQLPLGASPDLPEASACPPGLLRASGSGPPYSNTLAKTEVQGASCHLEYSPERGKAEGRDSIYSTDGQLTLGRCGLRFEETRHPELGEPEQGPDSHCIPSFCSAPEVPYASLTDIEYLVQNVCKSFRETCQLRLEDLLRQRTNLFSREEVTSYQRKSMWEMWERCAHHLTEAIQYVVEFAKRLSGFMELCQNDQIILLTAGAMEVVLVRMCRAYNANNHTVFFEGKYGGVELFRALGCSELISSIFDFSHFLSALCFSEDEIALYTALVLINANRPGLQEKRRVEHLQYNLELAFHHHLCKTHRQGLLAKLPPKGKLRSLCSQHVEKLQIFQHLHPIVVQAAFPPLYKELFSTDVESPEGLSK
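Luminescence from a UAS-regulated Photinus luciferase reporter in stably transfected Drosophila Schneider cells is measured; decreased signal marks ROR gamma inhibition. Fusion expression is induced by 700 uM copper sulfate for 20 hr.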
FLuc counter = counter-screen for miR-21 project: firefly luciferase inhibitors or activators. P08659. purified FLuc, Km substrates, luminescence inhibition. Potency, µM (titrated, usually from 57.5 µM), for inactives: at the highest dose activity change, negative = inhibition, actives largely listed as inhibitors. 360,000 compounds, 6.9% hits;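 also: potency is read from the fitted curve at half-maximal effect; plate controls were vehicle for no effect and reference inhibitor for full effect; nearly all actives have a fitted effect of over 55% in size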
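Purified P. pyralis luciferase, 10 nM final, with Km-level 10 uM D-luciferin and 10 uM ATP in 50 mM Tris acetate pH 7.5, 10 mM Mg acetate, 0.01% Tween-20, 0.05% BSA; 6-point qHTS titration about 60 µM downward; luminescence read.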
Giardia kill = kills Giardia lamblia. Giardia lamblia trophozoite viability. activity change, % at 7.66 µM, hits read low. 340,000 compounds, 0.15% hits. AID 540267; in the data active = activity change below about -80%; inconclusive = between about -30% and that limit;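 also: parasites exposed to compound for two days anaerobically before the ATP read; % is scaled to controls: 0 for no effect and ±100 for the full control effect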
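Trophozoite viability was measured as ATP-dependent luminescence, read 15-30 min after reagent addition. Before that, parasites at 100 cells/well were exposed to compounds for 48 h, anaerobically, at 37 deg C.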
Gal4-VP16 FLuc = Gal4-VP16 reporter inhibition counter-screen | 310,000 compounds, 3.5% hits | Drosophila S2 Gal4-VP16 UAS-luciferase, luminescence, 20 h | AID 2546 | Potency, µM (top dose mostly 53.6 µM), without a hit: at the highest dose activity, negative = inhibition, actives largely listed as inhibitors;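 also: Gal4-VP16 expression switched on by copper sulfate through the metallothionein promoter; potency is read from the fitted curve at half-maximal effect; % is scaled to controls: 0 for no effect and ±100 for the full control effect; nearly all actives have a fitted effect of over 50% in size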
NPC1 promoter act = NPC1 promoter activation; Potency, µM (highest dose often 9.22 µM), inactives show at the top dose activation, actives largely listed as activators; 320,000 compounds, 2.4% hits; Huh7 NPC1 promoter luciferase reporter, 24 h; AID 485313;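 also: potency is read from the fitted curve at half-maximal effect; % of control where 0% means no effect; nearly all actives have a fitted effect of over 60% in size; reporter is driven by a mutant NPC1 promoter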
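Quantitative HTS used a cell-based reporter: Huh7 cells stably bearing the NPC1 promoter upstream of luciferase were treated with compounds for 24 h, and promoter activation was read as luminescence.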
KCNH2 3.1 block = blocks the human KCNH2 3.1 channel isoform; 340,000 compounds, 0.95% hits; activity change, % (tested at about 1.8 µM); U2OS KCNH2 3.1, thallium flux FluxOr; hits give low values; AID 720553;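 active = maximum activity change below -70%; inconclusive = maximum activity change from -70% to -50%; inactive = maximum activity change above -50%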;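 also: thallium influx rate constant from kinetic fluorescence after stimulation buffer; % is scaled to controls: 0 for no effect and ±100 for the full control effect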
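Measured as rate of thallium-driven FluxOr signal in transduced U2OS cells carrying the 3.1 channel, read kinetically for 2 min upon stimulation; values are rate constants scaled to DMSO control wells.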
Rab9 promoter act = activators of Rab9 promoter; Potency, µM (titrated, usually from 9.22 µM), without a hit: at the top dose activation, negative = inhibition, usual class: activators; Huh7 Rab9 promoter-luciferase reporter, luminescence, 24 h; 320,000 compounds, 2.8% hits; AID 485297; also: potency is read from the fitted curve at half-maximal effect; % of control where 0% means no effect; nearly all actives have a fitted effect of over 60% in size
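Luciferase signal after 10 min detection reagent at ambient indicates Rab9 promoter upregulation; stably transfected Huh7 cells were treated 24 h with compound in DMSO at 37 °C, 5% CO2.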
uPA generation = inhibitors of cell surface uPA generation; Potency, µM (top dose mostly 38.3 µM), inactives show at the highest dose activity change, negative = inhibition, actives largely listed as inhibitors; 330,000 compounds, 0.31% hits; AID 540303; cell surface uPA generation assay, qHTS; active = well fitted inhibition curve with a large enough effect; inconclusive = small, poorly fitted or top-dose-only effect; inactive = no such curve, though single readings can be large or run the other way; tested in mouse RAW 264.7 cells; also: potency is read from the fitted curve at half-maximal effect; % is scaled to controls: 0 for no effect and ±100 for the full control effect; nearly all actives have a fitted effect of over 55% in size
* = called active by the depositor; ? = inconclusive; nt = no result given; & = joins results of further samples; [ ] = another dose, or the depositor's remark. Unless noted, calls follow the shape of the dose curve; as a rule, active = well fitted curve in the direction sought with a large enough effect; inconclusive = small, poorly fitted or top-dose-only effect, or another doubt; inactive = no such curve, though single readings can be large; an effect the other way counts as inactive or inconclusive.

SMILES	FBPA coupling cs	Tb PFK block	ELG1 genotoxic	RORgamma inh	FLuc counter	Giardia kill	Gal4-VP16 FLuc	NPC1 promoter act	KCNH2 3.1 block	Rab9 promoter act	uPA generation
CCOCC(O)CNC(=O)c1ccc2nc(Cc3ccc(OC)c(OC)c3)oc2c1 (stereo not given)	-7	-2%	1%	9%	-4%	9	-12%	?	-1	-3%	1%
CC1CCC(NC(=O)Cn2c(=O)[nH]c3ccsc3c2=O)CC1 (stereo not given)	2	5%	18%	27%	?	-2	12%	?	-18	?	-2%
C[C@H]1CN=C(Nc2ccccc2)N1CC1CCC1	4	3%	5%	16%	-1%	?	2%	-5%	-3	1%	3%
CCCCn1c(N)c(N(CC(C)C)C(=O)CCNC(=O)c2ccc([N+](=O)[O-])cc2)c(=O)[nH]c1=O	nt	-1%	-3%	nt	0%	-3	nt	-1%	6	2%	3%
Cc1ccccc1CNC(=O)C(=O)NCCC1CCCCN1S(=O)(=O)c1cccs1 (stereo not given)	nt	3%	-22%	nt	-2%	9	nt	-3%	-166*	-3%	-12%
CC(Oc1ccc(-c2ccccc2)cc1)C(=O)N1CCOCC1 (stereo not given)	1	-1%	1%	51%	1%[2.3 µM]	-4	5%	9%	8	10%	0%
CCn1cc(CNC(=O)c2c(-c3c(Cl)cccc3Cl)noc2C)c(C)n1	0	7%	0%	-2%	-3%	-7	-7%	-2%	11	-7%	-2%
C#CCOC(=O)c1ccccc1C(=O)O	3	8%	-1%	-3%	2%	-12	1%	-1%	4	-11%	4%
CCC(=Nc1ccccc1O)C1=C(O)CC(c2ccccc2)CC1=O (stereo not given)	3	-3%	1%	?	6%	-15	-15%	-1%	-13	12%	?
COc1ccc(C)cc1NC(=O)c1ccc(-c2ccc(C(C)=O)cc2)o1	1	6%	-11%	18%	-11%	nt	-2%	0%	nt	-2%	nt
COc1ccc(OC)c(NC(=O)Cn2c(C)nc3ccccc3c2=O)c1	0	8%	?	-11%	9.5µM*	8	-8%	3.2µM*	6	19%	-1%
O=C(CSc1ccc2nnc(-c3cccnc3)n2n1)NCc1ccco1	1	3%	2%	-17%	6%	34[activator]	?	3%	-6	4%	-1%
CC(C)CCNC(=O)[C@H](CSCc1ccccc1)N1Cc2ccccc2C1=O	1	-5%	3%	-35%	0%	10	1%	-5%	-40	-8%	-7%
COc1ccc(CC(=O)NNc2ncnc3c2cnn3C)cc1OC	0	3%	1%	-11%	-2%	-16	-7%	1%	-1	-5%	1%
COc1ccc(OCC(=O)Nc2ccc(NC(=O)c3cccs3)c(OC)c2)cc1	0	-8%	5%	-2%	-12%	8	-17%	2%	4	14%	-4%
O=C(NC1CCCC1)C1CCCN1S(=O)(=O)c1cccc2cccnc12 (stereo not given)	-1	0%	-3%	-14%	0%	-4	3%	0%	-21	4%	-7%
COc1ccc(CC(=O)NN2C(=O)c3ccccc3C2=O)cc1	-1	-3%	1%	-12%	-12%	-3	-1%	-1%	18	-7%	7%
CC1CN(c2oc(COc3ccc(Cl)cc3Cl)nc2C#N)CC(C)O1 (stereo not given)	-1	0%	-1%	?	3%	0	-9%	-3%	4	-1%	5%
COc1ccc(/C=C/C(=O)NCCCN2CCOCC2)cc1	1	-1%	-3%	4%	-13%	47[activator]	-7%	0%	5	-1%	8%
O=C(C1CC1)N1CCc2cc(S(=O)(=O)N3CCOCC3)ccc21	-1	-4%	-2%	33%	1%	4	-1%	6%	9	-5%	-7%
CCCSc1nc(O)c(C(c2ccc(OC)c(O)c2)c2c(O)nc(SCCC)n(C)c2=O)c(=O)n1C	17	2%	4%	-9%	?	15	-13%	0%	8	-5%	-4%
CC1(C)CC(=O)c2cc(NC(=O)c3ccc(F)cc3)c(=O)oc2C1	2	-1%	4%	3%	0%	-5	-12%	-2%	1	-3%	3%
O=C1c2ccccc2C(=O)N1CCCCSc1nc2ccccc2o1	1	2%	-1%	-9%	-8%	6	-4%	0%	-37	0%	5%
O=C(COc1ccc(S(=O)(=O)N2CCCC2)cc1[N+](=O)[O-])N1CCCC1	nt	3%	2%	nt	nt	-11	nt	0%	7	1%	1%
Nc1cc(C(=O)OCC(=O)N2CCCC2=O)ccc1Cl	nt	-9%	5%	nt	2%	37[activator]	nt	0%	0	-3%	3%
O=C(N/N=C/c1cccs1)c1cc(-c2ccc3ccccc3c2)n[nH]1	1	-7%	0%	3.2µM*	-16%	-23	5µM*	7%	-9	-9%	-2%
CN(C(=O)COC(=O)c1cc([N+](=O)[O-])ccc1N1CCCC1)C1CCS(=O)(=O)C1 (stereo not given)	-1	-1%	3%	-2%	1%	-6	-12%	3%	-16	5%	2%
COc1ccccc1CNC(=O)c1ccc(N(C)S(=O)(=O)c2ccc(C)cc2)cc1	nt	0%	-6%	3%	-4%	5	-5%	2%	1	-5%	11%
CC(C)(C)NC(=O)CSc1nc(-c2ccccc2)c(-c2ccccc2)[nH]1	-2	-2%	-4%	-19%	-1%	-12	-10%	-1%	17	3%	-19%
COc1cc(/C=N/NC(=O)c2ccncc2)ccc1OC(=O)c1cccc(Br)c1	-2	-6%	1%	-28%	3%	-1	-22%	-4%	-32	1%	-3%
Cc1c(C(=O)NCCSCc2c(F)cccc2Cl)cnn1-c1ccc(Cl)cc1	-4	1%	-12%	30%	3%	-9	-19%	3%	-18	0%	9%
O=C(COC(=O)CNC(=O)c1ccccc1)Nc1ccc2c(c1)OCO2	1	5%	-1%	-28%	-6%	3	8%	1%	-3	-3%	-3%
Cc1ccc(C(=O)O)cc1NC(=O)CSc1ncnc2sc3c(c12)CCC3	10	17%	0%	-29%	-15%	-4	23%	-1%	1	1%	0%
COc1cc2cc(CCCOC(=O)c3ccc(C#N)cc3)oc(=O)c2cc1OC	nt	3%	4%	nt	-2%	16	nt	-3%	nt	0%	8%
CCOc1ccc(-n2c(SCc3nc(-c4ccc(C)cc4)no3)nnc2-c2ccncc2)cc1	-1	0%	-3%	18%	1%	0	-1%	-5%	-21	-9%	nt
CCOc1cc(/C=C2\COc3ccccc3C2=O)ccc1OCC(=O)N(C)C	-1	-12%	-24%	?	-18%	-1	?	2%	-6	-7%	-9%
CCOC(=O)NC(=O)c1cn(Nc2ncc(C(F)(F)F)cc2Cl)c(=O)[nH]c1=O	7	0%	3%	23%	-2%	1	3%	2%	-8	-1%	1%
O=C(Cn1c(=O)oc2ccc(Cl)cc21)Nc1ccon1	1	-4%	0%	-16%	1%	27	0%	2%	-16	2%	-4%
N=C(SC1CC(=O)N(c2ccc(F)cc2)C1=O)N1N=C(c2ccccc2)CC1c1ccccc1 (stereo not given)	-1	0%	-10%	-1%	-1%	-6	8%	-5%	-5	-2%	3%
COC(=O)CC1C(=O)NCCN1C(=O)CSc1nnnn1-c1ccc(Cl)cc1 (stereo not given)	4	-10%	26%	15%	-3%	15	-15%[10 µM]	8%	-4	-3%	7%
COc1ccc(OC)c(S(=O)(=O)Nc2cc(OC)c(Cl)cc2OC)c1	-3	nt	nt	42%	0%	4	3%	nt	3	nt	-23%
CC12CCC(=O)N1C(C(=O)OCC(=O)Nc1ccc(C(F)(F)F)cc1)CS2 (stereo not given)	nt	-3%	1%	nt	2%	3	nt	1%	-3	-4%	-15%
CC(=O)c1c(C)[nH]c(C(=O)OCC(=O)Nc2ccc(Cl)c(S(=O)(=O)N(C)C)c2)c1C	2	2%	-9%	19%	-2%	10	?	-4%	-3	-24%	-13%
OC1CCCN(Cc2c3ccccc3cc3ccccc23)C1 (stereo not given)	2	0%	11%	?	4%	13	-12%	-1%	19	-2%	?
Cc1ccc(N2CC(C(=O)NCCS(=O)(=O)N3CCN(c4ccccc4F)CC3)CC2=O)cc1 (stereo not given)	-2	0%	-2%[9.26 µM]	-17%	0%&-1%	43[activator]	-4%	1%	5	-6%	9%
COc1cccc(-n2c(Cc3cc(=O)[nH]c(=O)[nH]3)nnc2SCC(=O)NC2CCCC2)c1	2	3%	2%	25%	5%	14	4%	-1%	-3	3%	5%
CC(=O)Nc1cc2c(cc1C(=O)C(C)C)OCCO2	1	nt	nt	-7%	0%	4	13%	nt	0	nt	2%
CCOC(=O)c1[nH]c2cc(OC)c(OC)cc2c1N	-1	-2%	0%	-7%	?	1	-4%	-1%	-1	17%	2%
COc1ccc(C2N(c3ccccn3)C(=O)C3CCCN32)c(OC)c1 (stereo not given)	2	-7%	-1%	-10%	3%	1	-4%	-4%	-4	2%	3%
O=C1C(=O)N(CCCn2ccnc2)C(c2cccnc2)/C1=C(/O)c1ccc(F)cc1 (stereo not given)	3	-8%	-3%	-14%	5%	4	2%	-1%	-6	-8%	1%
